Cardio protect – cardioprotection against H2O2-induced cell death, primary screen, uHTS, H9c2 cells, ATPLite luminescence. H9c2 cardiomyocytes, H2O2 injury protection, 2 h. protection from H2O2 cell death, % at 20 µM. 360,000 compounds, 0.63% hits. AID 588492, 2011;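 active = compounds giving at least 50% protection of heart cells from peroxide-induced death in the single-dose screen, raw or plate-pattern-corrected value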;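 also: 0% = DMSO wells with peroxide and 100% = DMSO wells without peroxide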
Glyco luc inh – increase of ERlucT glycosylation luciferase signal, primary screen, N-linked glycosylation inhibitor project, D54 ERlucT cells, luminescence, set 2 | reporter increase, % at 12.5 µM | AID 588692, 2011 | D54 ERlucT glycosylation luciferase reporter, 24 h; percent of 100 nM tunicamycin response | 360,000 compounds, 0.23% hits;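 active = mean luciferase reporter signal, scaled so untreated is 0 and the glycosylation-blocking control 100, at or above a set limit in every replicate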;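 also: luciferase carries N-glycosylation sites so blocking glycosylation raises the light; 0% = median of neutral control wells and 100% = median of 100 nM tunicamycin wells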
ABHD5-PLIN5 inh – ABHD5-PLIN5 interaction inhibitors, primary screen, cell lysate, split luciferase complementation, luminescence | 360,000 compounds, 0.78% hits | Split G. princeps luciferase complementation, 4 h | inhibition, % at 4 µM | Perilipin-5 (Homo sapiens) + 1-acylglycerol-3-phosphate O-acyltransferase ABHD5 (Homo … | AID 602281, 2012;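 active = inhibition above the mean inhibition across every tested compound plus 3 SD, cut at about 22% in these data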;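 also: 0% = DMSO only wells and the 100% control is not disclosed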
Target sequence (Q00G26 whole entry, looked up): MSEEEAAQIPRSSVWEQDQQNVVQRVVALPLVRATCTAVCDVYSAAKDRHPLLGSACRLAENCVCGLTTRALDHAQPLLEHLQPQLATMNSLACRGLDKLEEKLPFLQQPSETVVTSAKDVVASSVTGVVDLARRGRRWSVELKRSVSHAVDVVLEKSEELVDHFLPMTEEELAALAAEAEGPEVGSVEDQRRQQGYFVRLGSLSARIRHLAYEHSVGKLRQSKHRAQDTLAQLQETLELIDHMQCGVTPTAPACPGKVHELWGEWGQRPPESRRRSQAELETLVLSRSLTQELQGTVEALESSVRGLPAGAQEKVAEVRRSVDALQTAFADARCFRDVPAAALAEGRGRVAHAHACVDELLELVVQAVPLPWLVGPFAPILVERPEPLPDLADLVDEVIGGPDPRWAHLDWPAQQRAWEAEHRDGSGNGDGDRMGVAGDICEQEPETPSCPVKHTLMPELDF
Target sequence (Q8WTS1 whole entry, looked up): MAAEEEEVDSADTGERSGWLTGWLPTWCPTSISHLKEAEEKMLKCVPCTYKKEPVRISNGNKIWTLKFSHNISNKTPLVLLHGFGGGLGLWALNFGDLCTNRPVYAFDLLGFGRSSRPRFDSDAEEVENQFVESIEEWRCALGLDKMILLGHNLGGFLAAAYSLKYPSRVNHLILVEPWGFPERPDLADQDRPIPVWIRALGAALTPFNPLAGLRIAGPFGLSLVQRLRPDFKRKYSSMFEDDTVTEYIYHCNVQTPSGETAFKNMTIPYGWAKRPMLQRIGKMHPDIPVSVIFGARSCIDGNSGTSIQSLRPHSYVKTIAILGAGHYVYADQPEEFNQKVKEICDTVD
HTR2A ag – mouse Htr2a agonists via beta-arrestin recruitment, primary screen, cell-based, luminescence | CHO-K1 mHTR2A beta-arrestin complementation; percent of 30 µM serotonin response | activation, % at 7.6 µM | 360,000 compounds, 0.66% hits | AID 624169, 2012;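 active = activation above a run cutoff, the mean activation of all tested compounds plus 3 SD, cut at about 14% in these data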;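 also: 0% = plate median of compound wells and 100% = 30 µM serotonin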
MC4R antag cAMP – MC4R antagonists of cAMP signaling, primary screen, cell-based, TR-FRET, antagonist arm of biased-ligand search | Melanocortin receptor 4 (Homo sapiens), P32245 | MC4R-expressing cells, MTII-stimulated cAMP, LANCE TR-FRET | inhibition, % at 6.5 µM | 360,000 compounds, 0.48% hits;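 active = inhibition above its plate's cutoff, the mean of tested wells on that plate plus 3 SD, cut at about 29% in these data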;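 also: 0% = Melanotan II alone and 100% = Melanotan II plus saturating MCL0020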
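Material – human MC4R-expressing U2OS cells · Repeats – no replicates · Detection – TR-FRET with Eu-cAMP and labeled anti-cAMP, 671 nm · Times – compound 30 min, challenge 1 h, detection 1 h · Compound – single nominal compound dose of 6.5 µM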
ABCB6 inh 2 – ABCB6 transporter inhibitors, primary screen, K562-ABCB6 cells, flow cytometry, MLPCN library. K562-ABCB6 porphyrin accumulation, 1 h; active compounds read low. 360,000 compounds, 0.19% hits. fluorescence ratio to DMSO, % at 10 µM;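 active = fluorescence ratio to DMSO below 75%, the collection mean minus 3 SD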;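 also: signal is porphyrin accumulated inside mitochondria; 100% equals median channel fluorescence of DMSO control wells; lower ratio means ABCB6 inhibition with less porphyrin fluorescence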
Granule exo inh – LAMP-1 surface exposure blockers, TALL-104 cells – cell-based, flow cytometry, MLPCN library, primary screen. TALL-104 LAMP-1 surface exposure; cells stimulated with thapsigargin and PMA. inhibition, % at 10 µM. 360,000 compounds, 0.66% hits. AID 651702, 2012;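 active = inhibition above about 55%, limit read from the data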
aDG glyco up – activators of alpha-DG glycosylation, primary screen, uHTS, Pro5-aDG cells, AlphaScreen; alpha-DG glycosylation AlphaScreen (IIH6); 0% Pro5, 100% B10-LARGE cell signal; activation, % at 10 µM; 360,000 compounds, 0.22% hits;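 active = activation of at least 8% versus controls, or a plate z-score of at least 8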;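 also: Pro5 are CHO cells carrying HIG-tagged alpha-DG that lacks glycosylation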
MC4R barr agon – MC4R agonists recruiting beta-arrestin, primary screen, cell-based, luminescence, agonist arm of biased-ligand search | AID 540308, 2011 | Melanocortin receptor 4 (Homo sapiens), P32245 | activation, % at 8.9 µM | 360,000 compounds, 0.98% hits | U2OS MC4R beta-arrestin complementation; percent of melanotan II response, DMSO zero;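 active = activation above a per-plate cutoff, the mean activation of sample wells on that plate plus 3 SD, cut at about 8% in these data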
hiPSC survival – enhancers of single-cell hiPSC survival, primary screen, ATPlite luminescence. survival enhancement, % at 20 µM. 360,000 compounds, 0.044% hits. AID 602274, 2012. 100% = ROCK inhibitor wells, 0% = DMSO; in the data active = survival enhancement above about 18%;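 also: cells exposed to compounds for 16 hours before the ATP read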
* = called active by the depositor; . = no result given.

compound	Granule exo inh	MC4R antag cAMP	ABHD5-PLIN5 inh	hiPSC survival	MC4R barr agon	aDG glyco up	HTR2A ag	ABCB6 inh 2	Glyco luc inh	Cardio protect
CC(=O)C1=C(C)NC(SCC(N)=O)=C(C#N)C1c1ccco1 (stereo not drawn)	-2	-8	3	8.1	-3.3	-0.3	0	100	2	7
CNC(=O)/C(C#N)=c1\s/c(=C/C(=O)OC)c(=O)n1-c1ccccc1	3	-5	7	-1.4	-1.5	-0.2	5	98	2	-1
Cc1ccc(S(=O)(=O)Nc2ccc(NC(=O)c3cccnc3)cc2)cc1	-2	3	5	0.8	-2.2	0.0	3	93	1	-3
O=C(NCCN1CCC(n2c(=O)[nH]c3ccccc32)CC1)c1cccc(Cl)c1	-1	.	9	1.5	.	-0.1	-3	87	.	.
NC(=O)c1nc2c([nH]c1=O)CCCC2	0	-8	-5	1.2	-1.2	0.0	6	95	1	-2
COc1cc(CNc2cccc(C(=O)O)c2)cc(Br)c1OCC(=O)NC(C)(C)C	-3	-3	1	0.5	-1.4	-0.1	7	104	2	-2
COc1cc(OC)c(NS(=O)(=O)c2cc(C(=O)OC(C)C(=O)NC3CC3)c(Cl)cc2Cl)cc1Cl (stereo not drawn)	14	9	-4	-0.3	-0.2	0.0	-6	97	-1	7
COc1ccccc1OCCNC(=O)C1CC(=O)N(c2ccccc2OC)C1 (stereo not drawn)	0	3	9	-0.4	-1.8	0.1	-5	95	0	7
NC(c1csc(NC(=O)Nc2cccc(Cl)c2)n1)c1ccccc1Cl (stereo not drawn)	3	5	-2	-2.4	4.2	0.6	3	98	3	19
Cc1ccc(O)c(-c2cc(-c3ccccc3[N+](=O)[O-])[nH]n2)c1	7	2	4	-0.9	8.9*	-0.3	-1	100	3	-5
O=C(CCS(=O)(=O)c1ccccc1)Nc1ccc(N2CCN(Cc3ccccc3)CC2)cc1	-9	1	-5	-0.5	-4.2	0.0	-10	79	-5	-4
CCOc1ccc(S(=O)(=O)N2CCC(C(=O)NCc3ccccn3)CC2)cc1Cl	12	5	13	0.2	-0.9	0.0	1	100	0	1

Continued:
compound	Granule exo inh	MC4R antag cAMP	ABHD5-PLIN5 inh	hiPSC survival	MC4R barr agon	aDG glyco up	HTR2A ag	ABCB6 inh 2	Glyco luc inh	Cardio protect
COCCn1c(=O)[nH]c2cc(C(=O)N3CCN(c4ccc(OC)cc4)CC3)ccc2c1=O	-9	2	-2	0.1	1.9	0.1	-4	95	-1	-1
Cc1cc(CN2CCCCC2)oc1C(=O)O	-2	17	-4	3.4	2.6	-0.3	-1	108	2	9
NC(=O)Cc1ccc(OCc2nn[nH]n2)cc1	-4	11	0	0.3	1.7	-0.2	1	102	0	4
O=C(Cc1ccsc1)Nc1ccc(S(=O)(=O)C(F)F)cc1	-7	0	-14	0.9	-1.4	-0.2	-2	97	0	-4
CCNC(=O)N(C)C[C@H]1N[C@@](C)(C(=O)OC)[C@H]2C(=O)N(Cc3ccccc3)C(=O)[C@@H]12	4	4	-2	1.2	0.4	0.2	3	104	-1	2
COc1cc(-c2n[nH]c(=S)n2-c2ccc(C)cc2)cc(OC)c1OC	-3	-17	-9	-1.7	-1.8	-0.4	3	120	6	-2
CCOc1ccc(NC(=O)CNC(=O)COc2ccccc2)cc1	1	-8	-2	1.8	-2.4	0.1	3	97	4	-4
CCOC(=O)N1CCN(C(=O)C2CCC(=O)N(Cc3cccc(C(F)(F)F)c3)C2)CC1 (stereo not drawn)	0	-2	-1	0.4	-3.6	-0.2	-3	100	1	-7
O=C(CCNS(=O)(=O)c1ccc2c(c1)CCC(=O)N2)NCc1cccnc1	1	-1	-2	1.7	-1.2	0.3	3	88	0	4
COc1ccc(C(=O)N2CCC(C(=O)Nc3ccc4c(c3)OCCO4)CC2)cc1	-2	9	6	-0.5	-2.8	0.3	-4	100	-1	11
Cc1ccc(OCC(=O)OCc2nc3scc(-c4ccccc4)c3c(=O)[nH]2)cc1C	1	12	-6	-0.2	1.2	0.1	-7	99	0	-4
CSc1cccc(NC(N)=O)c1	6	20	-2	0.0	-2.6	-0.2	-2	96	0	-6

The list continues:
compound	Granule exo inh	MC4R antag cAMP	ABHD5-PLIN5 inh	hiPSC survival	MC4R barr agon	aDG glyco up	HTR2A ag	ABCB6 inh 2	Glyco luc inh	Cardio protect
CC(C)n1c(/N=C/c2c[nH]c3ccccc23)nc2ccccc21	2	-2	1	-1.1	7.0	0.1	-2	98	0	-8
CCCNC(=O)Cn1nc(C(F)(F)F)cc1C	-2	-4	8	1.0	1.6	-0.2	10	102	0	8
CC(C)COc1ccc(C(=O)Nc2ccc(NC(=O)c3ccco3)cc2)cc1	-6	-4	-5	1.9	-1.7	-0.2	10	93	-1	12
COc1ccccc1NS(=O)(=O)c1cc(C(=O)N2CCN(C/C=C/c3ccccc3)CC2)ccc1C	19	6	5	0.0	0.1	1.6	-5	93	2	2
CCc1cc(C(=O)O)c(NC(=O)c2cc(OC)c(OC)c(OC)c2)s1	6	11	6	-1.2	-0.8	0.2	3	95	4	1
CS(=O)(=O)Nc1ccc(C(=O)N2CCCC2)cc1	9	7	-5	0.5	-1.1	-0.3	2	96	1	-2
COc1cc(O)c(C(CC(=O)N2CCCC(C)C2)c2ccc3c(c2)OCO3)c(OC)c1 (stereo not drawn)	2	13	-19	-0.7	1.0	0.3	-5	101	-1	-4
Cn1cc(S(=O)(=O)NC[C@H]2O[C@@H](n3ccc(=O)[nH]c3=O)[C@H](O)[C@@H]2O)cn1	-6	7	3	1.6	-1.6	0.0	-1	97	1	-6
Cc1ccc(N(Cc2ccc([N+](=O)[O-])cc2)C(=O)c2ccco2)cc1	0	-2	3	8.6	0.4	-0.1	-1	99	-3	-3
C=CCOc1cccc(/C=N/NC(=O)CN2CCCCC2)c1	5	-6	4	-0.5	-0.7	-0.1	-1	105	0	0
O=C(Nc1ccc(Cl)cc1Cl)c1ccc2c(=O)n3c(nc2c1)CCC3	6	-13	4	0.2	3.9	-0.1	3	103	-2	-3
O=C(NNC(=O)C1CCN(Cc2cccc(F)c2)CC1)c1cccs1	1	1	3	-0.2	-1.9	-0.2	1	97	1	2

(more compounds)
compound	Granule exo inh	MC4R antag cAMP	ABHD5-PLIN5 inh	hiPSC survival	MC4R barr agon	aDG glyco up	HTR2A ag	ABCB6 inh 2	Glyco luc inh	Cardio protect
Cn1c(=O)c2c(nc(Oc3ccccc3N)n2C)n(C)c1=O	3	-6	-4	0.4	-1.0	0.1	16*	101	4	-3
O=C1NC(c2ccccc2)=NC1(Nc1ccccn1)C(F)(F)F (stereo not drawn)	2	5	-1	-0.8	0.4	0.0	1	101	1	-1
CC(=O)c1cccc(NC(=O)CSc2ccc(-c3sc(C)nc3C)nn2)c1	4	9	1	-0.5	-2.6	-0.1	-1	98	2	24
Cc1nn(Cc2ccccc2)c(Cl)c1/C=N/NC(=O)CNc1cccc(C(F)(F)F)c1	10	6	0	4.1	4.8	0.4	0	97	-1	-7
CN(CC(=O)NCc1ccco1)C(=O)C1CC(=O)N(c2ccc3c(c2)OCCO3)C1 (stereo not drawn)	-3	5	12	-0.4	0.2	0.2	10	103	1	1
Fc1ccc(-c2nc3c(Cl)cc(C(F)(F)F)cn3c2Cc2ccccc2)cc1	-2	.	6	0.8	.	-0.1	4	105	-1	0
Cc1cc(NC(=O)c2ccco2)ccc1NC(=O)Cc1cccs1	-4	-5	5	0.5	0.1	0.0	-3	96	1	-2
Cc1ccc(/C=N/NC(=O)Cc2ccc(O)cc2)s1	1	-3	1	1.1	1.0	0.3	3	101	3	4
Cc1nnc(SCc2ccccc2)nc1/C=C/NOCc1ccc(Cl)cc1Cl	3	-5	26*	3.8	-2.0	-0.1	-1	105	6	-14
COC(=O)/C=C1\N/C(=N/c2nc(C)c3cc(OC)ccc3n2)NC1=O	38	2	21	-0.5	-1.3	-0.1	-1	95	5	38
O=C(NCc1ccccn1)C(=O)Nc1cc2c3c(c1)CC(=O)N3CCC2	-16	2	5	0.0	-3.8	0.0	-3	98	-2	5
Fc1ccc(Nc2c(-c3ccco3)nc3ccccn23)cc1	2	-6	5	-0.9	-1.1	0.7	-6	99	0	-4

Next section.
compound	Granule exo inh	MC4R antag cAMP	ABHD5-PLIN5 inh	hiPSC survival	MC4R barr agon	aDG glyco up	HTR2A ag	ABCB6 inh 2	Glyco luc inh	Cardio protect
COc1ccc(NCc2nn(CC(=O)c3ccc(Br)cc3)c3[n+]2CCCCC3)cc1	3	6	6	-0.7	-4.2	-0.4	-2	107	1	0
Cc1cc(-c2ccccc2)nc(Nc2nc3c(C)cccc3c(=O)[nH]2)n1	-3	-10	0	-0.6	19*	0.1	-4	92	11	-19
Cc1ccc(OCc2cc(C(=O)N3CCCCCCC3)no2)cc1C	1	5	-4	0.2	-1.8	0.1	-3	93	1	-5
COc1ccc(-c2cc(=O)c3cc(OC)c(OC)cc3[nH]2)cc1	2	1	5	-1.3	-0.6	0.2	-1	94	0	4
CCc1nnc(NC(=O)CSc2ccc(Cl)cc2)s1	-2	12	1	0.7	0.7	0.0	-1	94	0	-4
CCc1ccc(NC(=O)C2CCN(S(=O)(=O)c3cccs3)CC2)cc1	1	5	3	-0.4	-0.6	0.3	-5	95	-5	-10
CCOC(=O)C1(C)NC(c2ccco2)C2C(=O)N(C)C(=O)C21 (stereo not drawn)	2	-5	0	0.1	2.1	-0.1	8	96	-2	5
Cc1cc2occ(CC(=O)N(C)CC(=O)Nc3c(C)cccc3C)c2cc1C	2	1	4	-0.4	2.1	0.0	-1	94	-1	3
CC(=O)NC(=S)Nc1ccc(-c2nc3ccc(C)cc3s2)cc1	8	18	3	-3.0	-1.5	-0.2	6	108	-8	-9
Cc1ccc(/C=C(\C#N)c2nn(-c3ccccc3)c(N)c2C#N)cc1	0	-9	8	-1.6	-1.3	-0.2	-6	106	-3	-6
NC(=O)CCn1nc(-c2ccccc2)c2ccccc2c1=O	-1	8	-6	-1.1	-1.9	-0.1	3	100	2	7
COc1ccccc1NS(=O)(=O)c1cc(NC(=O)COc2ccccc2)ccc1N1CCOCC1	0	9	-7	-1.1	-3.5	-0.5	-11	80	-6	10
COCCN(C(=O)COC(=O)CCn1c(C)csc1=O)c1c(N)n(Cc2ccccc2)c(=O)[nH]c1=O	3	0	9	0.7	2.7	-0.2	10	104	1	0
Cc1nnc(SCC(=O)Nn2cnnc2)s1	-3	2	7	1.8	0.5	0.3	6	111	0	5
